Assay outcomes as filed in PubChem.
Pf growth 48h: inhibits P. falciparum growth in the first generation, 48 h. 310,000 compounds, 5.9% hits. AID 504832. Potency, µM (series often up to 28.7 µM), inactives show at the top dose activity change, negative = inhibition, actives largely listed as inhibitors. P. falciparum luciferase growth in erythrocytes, 48 h; note: potency is the fitted concentration of half-maximal effect; % is set by controls: 0 for no effect and ±100 for the full control effect
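Growth was read as firefly luciferase luminescence after a 48 h, 37 C, 5% CO2 exposure of compounds to reporter-bearing P. falciparum cultures (0.1% parasitemia, 2% hematocrit final) in Albumax-supplemented RPMI 1640.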
FBPA Giardia inh: inhibitors of Giardia lamblia fructose-1,6-bisphosphate aldolase; A8B2U2; 290,000 compounds, 0.71% hits; AID 2451; purified Giardia FBPA; Potency, µM (doses to about 59.6 µM), without a hit: at the top dose activity, negative = inhibition, usual class: inhibitors; note: potency is the fitted concentration of half-maximal effect; % is set by controls: 0 for no effect and ±100 for the full control effect; nearly all actives have a fitted effect of over 55% in size
Target sequence (A8B2U2 whole entry, looked up): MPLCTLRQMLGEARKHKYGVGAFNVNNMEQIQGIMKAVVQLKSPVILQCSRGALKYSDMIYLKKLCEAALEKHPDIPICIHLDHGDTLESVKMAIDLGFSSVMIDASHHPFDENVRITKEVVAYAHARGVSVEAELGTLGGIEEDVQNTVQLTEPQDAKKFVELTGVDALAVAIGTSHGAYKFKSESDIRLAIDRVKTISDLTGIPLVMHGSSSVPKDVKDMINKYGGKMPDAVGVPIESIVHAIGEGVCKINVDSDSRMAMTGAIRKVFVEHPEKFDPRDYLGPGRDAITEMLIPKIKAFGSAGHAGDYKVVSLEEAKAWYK
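Giardia FBPA (40 nM reagent) was preincubated 10 min at RT with compound (up to 57.5 uM final), then substrate plus GAPDH/TPI/NAD/arsenate coupling system with diaphorase/resazurin was added; resorufin fluorescence (525/598 nm) was read after 20 min.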
Pf growth 96h: P. falciparum growth inhibition at 96 hours; 320,000 compounds, 6.9% hits; Potency, µM (highest dose often 28.7 µM), inactives show at the top dose activity change, negative = inhibition, actives largely listed as inhibitors; P. falciparum luciferase reporter growth, 96 h; note: potency is the fitted concentration of half-maximal effect; % is set by controls: 0 for no effect and ±100 for the full control effect
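Luminescence readout: decreased luciferase signal marks inhibited growth of reporter-expressing P. falciparum in infected red cells (2% hematocrit, 0.05% parasitemia final), exposed to compound two generations (96 h, 37 C, 5% CO2).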
Sm TGR inh: blocks Schistosoma mansoni thioredoxin glutathione reductase; Q962Y6; purified TGR, DTNB reduction, TNB absorbance 405 nm; Potency, µM (top dose mostly 114 µM), without a hit: at the highest dose activity change, negative = inhibition, actives largely listed as inhibitors; 360,000 compounds, 3% hits; AID 485364; note: potency is the fitted concentration of half-maximal effect; % is set by controls: 0 for no effect and ±100 for the full control effect; nearly all actives have a fitted effect of over 60% in size
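TGR 20 nM + NADPH 100 uM (dispensed conc.), cpd preinc 15 min RT; start with NADPH (500 uM addition) then DTNB (15 mM addition). Kinetic TNB absorbance, 405 nm filter. Four-parameter Hill fit across titration.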
CHX counter: counter-screen hit for Shiga toxin inhibitors, cycloheximide; cell reporter, cycloheximide protein synthesis inhibition counterscreen; max response, %; 300,000 compounds, 12% hits; in the data active = max response mostly above about 13%, no sharp cut-off; inactive = mostly below about 14%; note: read at 38.3 µM for the half of the compounds with a filed dose; 0% is about no effect
Shiga toxin inh: Shiga toxin inhibition | Vero cells, Shiga toxin protein synthesis inhibition reporter | inhibition, % at 38.7 µM | 290,000 compounds, 9.2% hits; in the data active = inhibition mostly above about 28%, no sharp cut-off; inactive = mostly below about 43%; note: 0% is about no effect
* marks the source's active call; other numbers are inactive results; u = inconclusive; x = no result given; & = joins results of further samples; [ ] = remark or other dose. Unless noted, calls come from the whole dose curve; as a rule, active = well fitted curve in the direction sought with a large enough effect; inconclusive = small, poorly fitted or top-dose-only effect, or another doubt; inactive = no such curve, though single readings can be large; an effect the other way counts as inactive or inconclusive. This is a random part of the collection, and some 24% of all compounds hit somewhere here.

Fields – Pf growth 48h, FBPA Giardia inh, Pf growth 96h, Sm TGR inh, CHX counter, Shiga toxin inh
Cc1nc2ccccc2c2c1C(=O)N(Cc1cccnc1)C2=O
  x, -12%, x, -3%, -4, -10
Cc1c(C)c(C)c(S(=O)(=O)NCCc2ccccn2)c(C)c1C
  -19%, x, 4%, 3%, -4, -13
CC(=O)N1CCN(C(=S)c2ccc(-c3ccc(Cl)cc3)o2)CC1
  0%, -17%, 0%, 0%, 5, 53
Cc1ccc(-n2c([S-])c(C(=O)NC(C)c3ccccc3)[n+]3ccccc23)cc1 (configuration not stated)
  u, -4%, u, 9%, 3, -10
CCc1cc(=O)oc2c(CNCc3ccccc3F)c(O)c(Cl)cc12
  4%, -30%, 0%, 18%, -1, -3
CC1(C)CC2(CCO1)OC(=O)CC2C(=O)Nc1ccc(Cl)cc1[N+](=O)[O-] (configuration not stated)
  60%[activator], 0%, 52%[activator], 5%, -3, -7
O=C(Nc1ccccc1)Nc1ccccc1
  x, -5%, x, x, 48*, 93*
COC(=O)c1c(C)[nH]c(C(=O)OCC(=O)NC(C)(C)C)c1C
  -17%, 0%, 20%[1.15 µM], 6%, 9, 25
O=c1/c(=C\c2ccc3c(c2)OCO3)sc2n1CCCN=2
  150%[activator], -7%, -28%, 0%, 28*, 50*
Cc1cc(C)c(NC(=O)C2CC(=O)N(C(C)C)C2)c(C)c1 (configuration not stated)
  92%[activator], -6%, u, -1%, 1, -2
CCC(=O)N1CCN(CCN=CC2=C(O)CC(c3ccc(OC)cc3)CC2=O)CC1 (configuration not stated)
  18%, 2%, 22%, -19%, 2, -5
COc1cccc(-n2c(SCC(N)=O)nnc2-c2c[nH]c3ccccc23)c1
  x, -21%, 12µM*, 10%, -2, -4
Cc1nc(Nc2cccc(C(C)O)c2)c2nnn(Cc3ccc(F)cc3)c2n1 (configuration not stated)
  13%, 3%, u, 8%, -2, 19
Cc1ccccc1NCC(=O)N/N=C\c1ccc([N+](=O)[O-])s1
  9.3µM*, u, 36%[activator], u, 25, 39
Cc1ncn2cc(-c3ccc(Cl)cc3Cl)[nH]c(=O)c12
  -10%, 4%, u, 63%[activator], 8, -8
COCCNC(=O)CSc1nc2cc3c(cc2c(=O)n1CCCC(=O)NCc1ccc(OC)cc1)OCO3
  4%, 7%, u, -3%&1%, 11, 2
COCCn1c(=NC(C)=O)sc2cc([N+](=O)[O-])ccc21
  35%[activator], -2%, 13%, 0%, -1, 4
C/C(=N\Nc1nc(C)c(C)s1)c1ccc([N+](=O)[O-])cc1
  u, -20%, u, 22µM*, -5, 19
CC(=O)Nc1ccc(NC(=O)COC(=O)CCc2nc3ccccc3s2)cc1
  7%, 7%, 27%, 4%, 6, -13
Cc1c(CC(=O)N2C[C@H]3C[C@@H](C2)c2cccc(=O)n2C3)c(=O)oc2cc3occ(C(C)(C)C)c3cc12
  -27%, 0%, 8.3µM*, -21%, -2, -8
CC1(C)Cc2ccccc2C(N/N=C/c2ccc([N+](=O)[O-])cc2)=N1
  10%, 4%, 22%, 1%, -1, -7
C=CCn1c(SCC(=O)c2c(N)n(CCC)c(=O)n(C)c2=O)nnc1-c1ccncc1
  3%, 2%, u, 7%, 1, -8
CCOC(=O)N1CCC(NC(=O)CSCc2nc(-c3sccc3C)oc2C)CC1
  x, 1%, u, 40µM*, -7, 2
COc1ccc(CC(=O)NC(c2ccccc2)c2ccc(C)cc2)c(OC)c1 (configuration not stated)
  10µM*, 9%, u, -2%, 18, -6
Cn1c(CCNC(=O)c2ccco2)nc2cc(NC(=O)c3ccccc3Cl)ccc21
  -17%, -11%, 47%[activator], -20%, 11, 60
CNC(=S)N(Cc1ccc(OC)cc1)C1CC(=O)N(c2ccc(Cl)cc2)C1=O (configuration not stated)
  u, 6%, 0.93µM*, 0%, 1, -15
O=C(NNC1=NCCCCC1)c1cccc([N+](=O)[O-])c1
  1%, -13%, 36%[activator], 3%, -2, -5
COc1ccc(/C=C2\SC(=S)N(CCC(=O)NCCCn3ccnc3)C2=O)cc1
  u, x, u, 16%, 18*, 16
N=C1SCC(=O)N1c1ncc(Cc2cccc(Cl)c2)s1
  u, -21%, -25%, -2%[57.1 µM], -8, -22
C#CC(C)(CC)NC(=O)c1cc2nc(C3CC3)cc(C(F)(F)F)n2n1 (configuration not stated)
  -14%, -1%, 12%, -9%, 25, 53

Carrying on:
Fields – Pf growth 48h, FBPA Giardia inh, Pf growth 96h, Sm TGR inh, CHX counter, Shiga toxin inh
Cc1ccc(Cl)cc1-c1ccc(C=Nc2ccc(N3CCOCC3)cc2)o1
  -1%, -30%, 29%, u, 2, -3
CCN(CC)c1ccc2cc(C=O)c(=O)oc2c1
  17%, 4%, 3%, u, 24*, 41
Cc1cc(NC(=O)CSc2nnc(-c3ccc(Cl)s3)o2)no1
  27%, 14%, 5%, -25%, 6, 20
COc1ccc(-n2nnnc2SCC(=O)NNC(=O)c2ccc([N+](=O)[O-])cc2)cc1
  4%, 4%, u, -4%, -2, -17
CC(C)CNC(=O)c1ccccc1NC(=O)c1ccccc1N(C)S(=O)(=O)c1ccccc1
  u, -1%, u, 2%, 7, -7
COc1cccc(NC(=O)c2ccc3nc(C)sc3c2)c1
  14%, -17%, u, 2%, 38*, 60*
COc1ccc(C(C)=O)cc1CC(=O)Nc1ccc2c(c1)CCC2
  u, 12%, u, -9%, 11, 15
CN(C)S(=O)(=O)c1ccc(N2CCCC2)c(C(=O)NCc2ccccc2)c1
  -7%, 2%, x, -1%, 4, 23
CCOC(=O)C1(Cc2cccc(F)c2)CCN(Cc2ccc(COC)o2)CC1
  -11%, 3%, -10%, u, -2, -17
Cc1cccc(C(=O)NCC(=O)OCC(=O)NC2CCCCCCC2)c1
  13%, x, 11%, -1%, x, x
Cc1ccc(S(=O)(=O)N2CCOCC2)cc1NC(=O)CSc1nnc2cc(C)c3ccccc3n12
  5.9µM*, 1%, 13µM*, 3%, -2, -3
COC(=O)c1ccc(C(=O)O)nc1
  13%, 20µM*, u, -7%, -3, -2
Clc1ccccc1Cn1nnc2c(NCCN3CCOCC3)ncnc21
  u, 5%, 85%[activator], 0%, -4, 1
O=C(CCNC(=O)c1ccccc1)Nc1cccnc1
  14%, 7%, 2%, 2%, -3, 14
O=C(COC(=O)c1cccs1)c1ccccc1
  67%[activator], 4%, 35%[activator], 0%, 42*, 78*
CC(C)(C)c1nnc2sc(SCC(=O)c3ccccc3)nn2c1=O
  15%, -8%, -29%, u, 3, 12
COc1ccc(NC(=S)N2CCN(C(=O)c3ccco3)CC2)cc1
  41%[activator], u, 0.47µM*, -14%, -1, 10
COc1cc(Cl)c(S(=O)(=O)N2CCCC2)cc1Cl
  25%, 2%, u, u, -5, -3
COc1ccc(Cl)cc1NC(=O)CN(C)C(=O)CCc1nc2ccccc2c(=O)[nH]1
  -21%, x, u, 1%, x, x
Cc1ccc(C)c(NCc2ccccc2CO)c1
  0%, 2%, 17%, 1%, -1, 24
COc1ccc(-n2c(C)nc3cc(C(=O)N4CCC5(CC4)OCCO5)ccc32)cc1
  -22%, 0%, 56%[activator], -19%, -1, -8
CC1CCN(c2ccc(C(=O)NCCc3ccccc3)cn2)CC1
  75%[activator], -1%, 20%, -2%, 27*, 99*
CCOc1cc(/C=C2/N=C(c3ccc(C(C)(C)C)cc3)OC2=O)cc(Cl)c1OS(C)(=O)=O
  -18%, 8%, 0%, u, -5, 36
Cc1nc(C(=O)NCCC(C)C)sc1C1(C)CC(c2ccccc2)=NO1 (configuration not stated)
  -22%, -1%, u, 13%, 8, 12
O=C1N(S(=O)(=O)c2ccccc2F)C(=O)C2(CCCC2)N1S(=O)(=O)c1ccccc1F
  15%, 25%, 2%, 0%, -4, -7
CCc1nccn1S(=O)(=O)c1cccc([N+](=O)[O-])c1
  -3%, 0%, 2%, -21%, -2, -3
CCCn1c(O)c2ccc(C(=O)N=NC(=O)c3cccnc3)cc2c1O
  39%[activator], 3%, 75%[activator], 1%, 1, -26
CCCCOc1ccccc1-c1cc(C(=O)O)[nH]n1
  10%, 9%, u, 5%, 6, -10
S=C(NCCc1cccc(Cl)c1)NCc1ccccc1
  4%, x, u, -2%, 25*, 33
N#Cc1c(-c2ccco2)ccn(Cc2cccc(F)c2)c1=O
  u, -24%, u, -4%, 8, 17

The results go on:
Fields – Pf growth 48h, FBPA Giardia inh, Pf growth 96h, Sm TGR inh, CHX counter, Shiga toxin inh
NCC(O)COc1ccc2c(c1)OCO2 (configuration not stated)
  13%, -3%, 3%, 6%, 1, 14
CNS(=O)(=O)c1cc(C(=O)OCC(=O)NC2CCCc3ccccc32)ccc1Cl (configuration not stated)
  5%, -2%, 34%[activator], -15%, -1, -2
Cc1ccc(S(=O)(=O)N2CCN(C(=O)COc3ccc(NC(=O)c4ccco4)cc3)CC2)cc1
  x, 5%, u, -4%, 4, 20
Cc1nc(NCc2cccnc2)c2c3c(sc2n1)CC(C)CC3 (configuration not stated)
  22%, 10%, -14%, -1%, 13, 33
O=C(C1CC1)N1CCc2cc(S(=O)(=O)NC3CCN(Cc4ccccc4)CC3)ccc21
  8%, 0%, x, -3%, -2, -6
COc1ccc(S(=O)(=O)Nc2ccc(N3CCOCC3)cc2)cc1
  x, 1%, 16%, -16%, 5, 10
O=C(CN(C(=O)CCC(=O)Nc1ccccn1)c1ccccc1F)NCc1ccc2c(c1)OCO2
  15%, 0%, -25%, -5%, -3, 2
COc1ccccc1/C=[N+](\[O-])C1SC(=S)N(C)C1(C)C (configuration not stated)
  14%, 3%, 19%, 11%, -1, -6
c1ccc2c(Nc3nc4c(s3)CCCC4)cccc2c1
  -5%, x, 151%[activator], u, 45*, 112*
Cc1ccc(S(=O)(=O)Nc2ccc(O)c3cccnc23)cc1
  6.6µM*, -16%, 9.3µM*, -19%, -3, 4
Cc1ccc(C2=NS(=O)(=O)N(C)C(C(=O)Nc3cc(C)n(CC(=O)N4CCCCC4)n3)=C2)cc1
  5%, x, 14%, -9%, -3, -6
CN1CCN(C(=O)CN(c2ccccc2)S(=O)(=O)N(C)C)CC1
  24%, 1%, -26%, 4%, -2, -6
Cc1ccc2[nH]c3c(c2c1)CC/C(=C/c1ccccc1)C3=O
  48%[activator], 1%, x, -10%, 23*, 32
CCOc1cc(/C=C2/C(=N)N3C(=NC2=O)SN=C3S(=O)(=O)CC)ccc1OC(=O)c1ccco1
  -4%, x, 10µM*, -5%, -2, 12
CCOc1ccc(NC(=O)CN2CCCC2c2cccs2)cc1S(=O)(=O)N1CCCCC1 (configuration not stated)
  12µM*, x, u, -28%, x, x
CCCOc1ccc2[nH]cc(C(=O)O)c(=O)c2c1
  9%, 7%, 15µM*, -1%, -4, -2
Cc1ccc(NC(=O)CCl)cc1S(=O)(=O)N1CCCCCC1
  -6%, -3%, 9.3µM*, 7.9µM*, 12, 2
Cc1cc(Nc2ccc(N3CCC(C)CC3)cc2)n2ncnc2n1
  u, -10%, x, -21%, -6, -12
NC(=O)c1ccc(-n2nnnc2SCC(=O)Nc2ccc(F)cc2)cc1
  17%, 4%, -3%, 6%, -6, -10

An excerpt of these results, field by field.
> CNC(=S)N(Cc1ccc(OC)cc1)C1CC(=O)N(c2ccc(Cl)cc2)C1=O (configuration not stated)
  Pf growth 48h: u
  FBPA Giardia inh: 6%
  Pf growth 96h: 0.93µM*
  Sm TGR inh: 0%
  CHX counter: 1
  Shiga toxin inh: -15

> CCc1cc(=O)oc2c(CNCc3ccccc3F)c(O)c(Cl)cc12
  Pf growth 48h: 4%
  FBPA Giardia inh: -30%
  Pf growth 96h: 0%
  Sm TGR inh: 18%
  CHX counter: -1
  Shiga toxin inh: -3

> O=c1/c(=C\c2ccc3c(c2)OCO3)sc2n1CCCN=2
  Pf growth 48h: 150%[activator]
  FBPA Giardia inh: -7%
  Pf growth 96h: -28%
  Sm TGR inh: 0%
  CHX counter: 28*
  Shiga toxin inh: 50*
